SENP1 inh: human SENP1 catalytic domain inhibitors, primary screen, biochemical, FRET, uHTS; Sentrin-specific protease 1 (Homo sapiens), Q9P0U3; recombinant SENP1 catalytic domain, CyPet-SUMO1-YPet FRET cleavage; inhibition, % at 10 µM; 0.21% of 360,000 active; AID 624204, 2012;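 active = inhibition at least 30% at 10 µM, raw YFP signal under a set limit, fluorescence ratio 0.5 to 1.5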;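 also: 0% = enzyme with DMSO and 100% = no enzyme wells; some results filed as inactive read as strong as hits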
Target sequence (Q9P0U3 419-644 limits assumed): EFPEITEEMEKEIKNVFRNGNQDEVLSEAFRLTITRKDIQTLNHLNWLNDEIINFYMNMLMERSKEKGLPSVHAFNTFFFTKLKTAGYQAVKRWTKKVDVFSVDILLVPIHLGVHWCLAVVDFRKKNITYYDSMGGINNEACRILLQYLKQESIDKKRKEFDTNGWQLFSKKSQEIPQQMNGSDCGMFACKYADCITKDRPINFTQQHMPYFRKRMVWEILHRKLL
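Material – human SENP1 catalytic domain · Input – SENP1 enzyme, 20 pM final · Compound dosing – single concentration of 10 µM compound, 0.5% DMSO final · Timing – enzyme reaction for 50 min at room temperature, dark · Measured by – FRET fluorescence in CFP and YFP emission channels · Control set – no-enzyme wells low, DMSO-plus-enzyme wells high control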
PfG6PD inh: PfG6PD enzyme inhibitors, primary screen, biochemical, fluorescence intensity, uHTS; glucose-6-phosphate dehydrogenase-6-phosphogluconolactonase (Plasmodium falciparum 3D7); PfGluPho enzyme, NADPH resazurin-diaphorase fluorescence; inhibition, % at 20 µM; 0.78% of 350,000 active; AID 504690, 2011;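 active = inhibition reaching at least a set limit at 20 µM in the primary screen, cut at about 59% in these data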;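 also: 0% = DMSO wells with substrate and 100% = DMSO wells lacking glucose-6-phosphate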
SENP8 block-1: SENP8 protease inhibitors, primary screen, biochemical, luminescence; Sentrin-specific protease 8 (Homo sapiens), Q96LD8; purified SENP8, Z-RLRGG-aminoluciferin cleavage; inhibition, % at 10 µM; 1.2% of 330,000 active; AID 2540, 2010; in the data active = inhibition above about 50%
Target sequence (Q96LD8 whole entry, looked up): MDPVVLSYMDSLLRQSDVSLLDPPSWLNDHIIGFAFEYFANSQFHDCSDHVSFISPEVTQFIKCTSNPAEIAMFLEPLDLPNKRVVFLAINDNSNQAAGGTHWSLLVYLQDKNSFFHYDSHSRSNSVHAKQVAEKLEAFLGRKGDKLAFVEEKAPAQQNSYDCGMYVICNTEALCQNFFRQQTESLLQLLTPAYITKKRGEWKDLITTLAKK
SENP8 block-2: human SENP8 protease inhibitors, primary screen, biochemical, fluorescence, Nedd8 protein substrate, uHTS; Sentrin-specific protease 8 (Homo sapiens), Q96LD8; recombinant SENP8; inhibition, % at 20 µM; 0.64% of 360,000 active; AID 602440, 2012; in the data active = inhibition mostly above about 40%, no sharp cut-off; inactive = mostly below about 27%
SENP6 block: SENP6 protease inhibitors, primary screen, biochemical, luminescence, uHTS. Recombinant SENP6 catalytic domain, aminoluciferin luminescence. 1.8% of 330,000 active. inhibition, % at 10 µM. Sentrin-specific protease 6 (Homo sapiens), Q9GZR1;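 active = inhibition above about 50% at the single tested dose, limit read from the data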;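 also: plate controls were DMSO wells with enzyme for no effect and DMSO wells lacking enzyme for full effect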
Target sequence (Q9GZR1 628-1112 limits assumed): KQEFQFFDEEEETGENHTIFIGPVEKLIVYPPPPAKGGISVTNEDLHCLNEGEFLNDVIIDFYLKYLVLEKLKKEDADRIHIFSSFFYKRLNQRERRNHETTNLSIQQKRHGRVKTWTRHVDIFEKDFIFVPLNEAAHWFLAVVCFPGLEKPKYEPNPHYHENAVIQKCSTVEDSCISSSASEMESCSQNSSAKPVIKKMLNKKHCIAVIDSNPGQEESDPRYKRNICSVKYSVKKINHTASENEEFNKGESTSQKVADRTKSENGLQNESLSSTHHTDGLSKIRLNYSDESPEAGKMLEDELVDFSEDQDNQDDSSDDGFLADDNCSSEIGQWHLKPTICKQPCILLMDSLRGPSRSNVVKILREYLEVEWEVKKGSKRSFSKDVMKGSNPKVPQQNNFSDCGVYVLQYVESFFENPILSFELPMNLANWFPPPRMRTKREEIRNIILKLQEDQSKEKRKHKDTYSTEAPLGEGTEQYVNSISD
SENP7 inh: SENP7 protease inhibitors, primary screen, biochemical, luminescence, uHTS | Sentrin-specific protease 7 (Homo sapiens), Q9BQF6 | recombinant SENP7, Z-RLRGG-aminoluciferin luminescence, 40 min | inhibition, % at 5 µM | 1.5% of 330,000 active | AID 434973, 2010;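 active = inhibition above about 50% at the single test dose, limit read from the data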;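 also: plate controls were DMSO with enzyme for no effect and no enzyme buffer wells for full effect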
Apaf-1 inh: inhibitors of human Apaf-1 apoptosome, primary screen, biochemical, DEVD-Rh110 fluorescence, uHTS; reconstituted apoptosome caspase-3 activity; inhibition, % at 20 µM; 0.71% of 330,000 active; active = inhibition of at least 40% at 20 µM;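 also: plate controls were DMSO wells for no effect and DEVD-CHO caspase inhibitor wells for full effect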
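Material: reconstituted apoptosome with Apaf-1, cytochrome c, caspase-9, procaspase-3, dATP; medium: pH 7.5 Hepes buffer with CHAPS, BSA, DTT; also added: cytochrome c and DEVD-Rh110 substrate; timing: 30 min plus 50 min, RT; signal: Rh110 fluorescence intensity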
HKDC1 inhibitor: HKDC1 hexokinase inhibitors, primary screen, biochemical, fluorescence, uHTS. Q2TB90. recombinant HKDC1, G6PDH/diaphorase resazurin coupled fluorescence. inhibition, % at 20 µM. 0.16% of 340,000 active. AID 493160, 2011;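 active = inhibition above about 35% when tested at 20 µM, limit read from the data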;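 also: plate controls were DMSO wells with enzyme for no effect and DMSO wells lacking enzyme for full effect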
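test system = in-house recombinant HK5 (HKDC1) enzyme | amount = HKDC1 at 5 µg/mL | control set = DMSO-enzyme wells negative, buffer-substituted wells positive | compound = one dose of 20 µM, 1% DMSO | schedule = reaction time 90 min, room temperature, protected from light | technique = resorufin fluorescence at 613 nm | reagent = glucose with 1 mM ATP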
Starred values were filed as active, the others as inactive; nt = no result given.

Each structure is followed by: SENP1 inh, PfG6PD inh, SENP8 block-1, SENP8 block-2, SENP6 block, SENP7 inh, Apaf-1 inh, HKDC1 inhibitor
#1 CC(C)(C)OC(=O)N1CCC(C(=O)N[C@H](C(=O)O)c2ccccc2)(c2ccccc2)CC1
    3, -11, 1, 8, -14, 8, 4, -3
#2 O=C1C2ON(c3ccccc3)C(c3cccnc3)C2C(=O)N1c1ccc(Cl)c(Cl)c1 (stereo unspecified)
    -2, -10, -10, -4, -11, -10, -5, 19
#3 c1ccc(-c2ccc3c(n2)CCCO3)cc1
    0, -3, 3, -14, 12, 8, 9, 0
#4 Cc1cccc(-c2noc(CCC(=O)N3CCN(c4cc(C)ccc4C)CC3)n2)c1
    0, 5, nt, 15, nt, 11, 20, 12
#5 Fc1ccc(NC(=S)N2N=CCC2c2ccccc2)cc1 (stereo unspecified)
    1, -2, 25, 26, 58*, 38, -2, -4
#6 Cn1nc(C(F)(F)F)cc1C(=O)NC1CCCCCC1
    -2, 8, -1, 6, -22, 7, -16, -12
#7 CCc1cccc(C)c1NC(=O)CSc1nc2ccncc2[nH]1
    2, 10, -6, 6, 15, -2, 0, 7
#8 C/C(=N/NC(=O)CSc1nc2ccccc2n1C)c1ccco1
    1, -6, -6, 5, 5, -11, 3, 2
#9 Cc1ccc(NC(=O)c2sccc2-n2cccc2)c(Cl)c1
    2, -7, 4, -8, -5, 6, 18, -4
#10 O=C(c1cccs1)N(Cc1ccco1)Cc1cc2ccccc2[nH]c1=O
    1, 3, 0, -80, -10, 3, 4, 0
#11 COC(=O)c1c(NC(=O)C(=O)NCC2CCCO2)sc2c1CC(C)(C)OC2 (stereo unspecified)
    0, -10, 1, -15, 2, 0, 9, 0
#12 CCOC(=O)C1CCN(C(=O)/C=C/c2ccccc2OC)CC1
    5, -19, -2, -36, 8, 0, 5, -3
#13 CCOc1ccc(C2c3c(oc4ccccc4c3=O)C(=O)N2CCCN2CCOCC2)cc1 (stereo unspecified)
    -3, -7, 1, 4, -5, 0, -11, -18
#14 S=C(NNC(=S)Nc1ccccc1)Nc1ccccc1
    2, 8, 2, 22, 23, 11, 5, -13
#15 CCOc1c(Cl)cc(CNCC(O)c2ccccc2)cc1OC (stereo unspecified)
    1, -7, -15, 22, -2, -18, -9, -3
#16 COc1ccc(CC(=O)Nc2ccc(C(=O)Nc3nccs3)cc2)cc1OC
    -4, -6, nt, -17, nt, nt, nt, 2
#17 CCOc1ccc(Br)cc1S(=O)(=O)Nc1cccc(S(=O)(=O)NC2=NCCC2)c1
    1, -2, 5, 16, -7, 6, -5, 2
#18 COC(=O)c1nn(-c2ccccc2)c2nnc(Cc3ccc(C)cc3)c(=O)n12
    2, -9, -13, 10, -10, -3, 1, -16
#19 COc1ccc(COc2ccccc2C(N)=O)cc1F
    1, -5, -3, 6, -1, 8, -3, 1
#20 Cc1ccc(CSc2nnc(-c3ccc(S(=O)(=O)N4CCCC4)cc3)o2)cc1
    2, -10, 7, 5, -6, 5, 6, -4
#21 O=C(CSc1nnc2scc(-c3ccccc3)n12)NCc1ccco1
    0, -10, 1, 21, -7, 10, -8, 4
#22 CS(=O)(=O)c1ccc(Cl)c(NC(=O)COC(=O)CCc2c[nH]c3ccccc23)c1
    3, -12, -10, 8, -1, 10, 9, 4
#23 CCCN=C1N(CC)C[C@@H]2[C@@H]3C(=O)N(C)C(=O)[C@@H]3[C@](C)(C(=O)OC)N12
    2, -13, nt, 15, nt, 11, 6, 5
#24 CCOC(=O)C1CCCN(C(=O)c2cccc(S(=O)(=O)N(C)c3ccc(OC)cc3)c2)C1 (stereo unspecified)
    1, -5, 11, 6, 0, -6, 24, -2
#25 O=C(CSc1nc2ccsc2c(=O)n1Cc1ccccc1)NCc1ccco1
    2, 2, -5, 26, -2, -11, 3, 9
#26 N#CCN(N=Nc1ccccc1)c1ccccc1
    -6, 7, -1, 21, 1, 1, 10, -3
#27 Cc1ccc(NNC(=O)c2c(F)cccc2Cl)cc1Cl
    1, 18, -5, 20, -13, 0, -15, -2
#28 CCOP(=O)(OCC)c1nc(/C=C/c2ccccc2)oc1NCc1ccc(OC)cc1
    -91, 8, -9, -339, 3, -9, 17, 12
#29 Cc1cc2cc(CNC(=S)Nc3ccc(OC(F)(F)F)cc3)ccc2[nH]1
    -36, 21, -5, -16, -4, 14, 1, -1
#30 COc1ccc(Nc2nc(C)nc3c2nnn3Cc2ccccc2)cc1OC
    -7, 5, -5, -56, -7, -4, 9, -4

Only SENP8 block-1 and Apaf-1 inh (4 entries from above):
no.	Structure	SENP8 block-1	Apaf-1 inh
2	O=C1C2ON(c3ccccc3)C(c3cccnc3)C2C(=O)N1c1ccc(Cl)c(Cl)c1 (stereo unspecified)	-10	-5
3	c1ccc(-c2ccc3c(n2)CCCO3)cc1	3	9
4	Cc1cccc(-c2noc(CCC(=O)N3CCN(c4cc(C)ccc4C)CC3)n2)c1	nt	20
5	Fc1ccc(NC(=S)N2N=CCC2c2ccccc2)cc1 (stereo unspecified)	25	-2

Further entries
Each structure is followed by: SENP1 inh, PfG6PD inh, SENP8 block-1, SENP8 block-2, SENP6 block, SENP7 inh, Apaf-1 inh, HKDC1 inhibitor
#31 COc1cc(OC)cc(-c2c(-c3ccc(F)cc3)c3cc(-c4cnc(OC)nc4)ccc3n2C)c1
    -4, -7, -1, -163, 2, 0, 11, -3
#32 Cc1ccccc1OCC(O)CN(Cc1ccccc1O)C1CCCCC1 (stereo unspecified)
    1, 29, -6, 6, -8, -2, 23, 1
#33 CCCNC(=O)C(Cc1cccc(C#N)c1)NC(=O)c1ccc(C#N)cc1 (stereo unspecified)
    2, 7, 2, 4, -27, 3, -12, -7
#34 CN(CCC#N)C(=S)NC(=O)c1ccc(S(=O)(=O)N2CCOCC2)cc1
    -1, -5, 1, 2, -17, -4, -6, -2
#35 COc1ccc(/C(C)=N/NC(=O)CNC(=O)c2cccnc2)cc1OC
    1, -6, 7, 19, 14, 9, 1, -5
#36 CC(=O)C1=C(C)NC(=O)NC1c1cccc([N+](=O)[O-])c1O (stereo unspecified)
    2, -2, -3, 15, -3, -3, -2, -9
#37 C=CCN(c1ccccc1)S(=O)(=O)c1cccc(C(=O)NCC(c2cccs2)N2CCOCC2)c1 (stereo unspecified)
    -4, 6, -15, 0, -6, -7, 22, 8
#38 CC(C)Oc1ccc(C(=O)OCC(=O)NC(=O)NC2CCCC2)cc1
    0, 12, -16, 1, -9, -9, 13, -3
#39 Cc1ccc2nc(SCC(=O)Nc3ccc(F)c([N+](=O)[O-])c3)[nH]c2c1
    1, 12, -6, 0, -16, -3, 11, -5
#40 CS(=O)(=O)Nc1ccc(C(=O)Nc2ccc(S(=O)(=O)N3CCCC3)cc2)cc1
    4, 1, -7, -128, -3, -6, 6, -7
#41 NC(=O)c1cccc(CC(=O)c2ccccc2)c1
    1, -8, -1, -4, 1, 3, -19, -1
#42 CCc1nc(N2CCCCC2)c2oc3ccccc3c2n1
    1, -22, -3, -63, -10, -5, 13, 1
#43 Oc1cc(O)c(CN2CCOCC2)cc1CN1CCOCC1
    2, 42, nt, 4, nt, nt, nt, -6
#44 O=C(COC(=O)c1ccc[nH]c1=O)NCCC1=CCCCC1
    0, -12, 3, -2, 10, 4, -4, 10
#45 CC(C)C(NC(=O)c1ccccc1F)C(=O)NCC(c1ccco1)N1CCCCC1 (stereo unspecified)
    -4, -2, -1, -67, 2, 0, 1, 1
#46 CCOc1ccc(S(=O)(=O)NCCC(=O)OCC(=O)Nc2cc(C)on2)cc1
    2, 4, 0, 30, -10, -1, -12, -8
#47 Cc1cc(C(=O)COC(=O)CCC(=O)c2ccc3c(c2)OCCO3)c(C)n1Cc1ccco1
    -3, -1, 6, 9, 6, 7, 7, 0
#48 O=C(Nc1ccc(Oc2ccccc2)cc1)C1CC1
    2, 5, 2, 8, 0, 0, -13, -3
#49 COc1ccc(-c2sc3cc4c(cc3c2-c2ccc3c(c2)OCCO3)OCO4)cc1
    1, 11, 0, -373, -3, 6, 5, -1
#50 OCC1CCCN(Cc2ccc(-c3ccccc3)cc2)C1 (stereo unspecified)
    5, 9, 3, 11, 6, 8, 7, -3
#51 CC(C)Sc1nnc(CNC(=O)C23CC4CC(CC(C4)C2)C3)n1Cc1ccccc1
    3, 6, -3, 18, -6, -2, 11, -3

Shown as a hit in SENP6 block, among the entries above:
| cpd | SMILES | SENP1 inh | PfG6PD inh | SENP6 block | SENP7 inh | HKDC1 inhibitor |
| --- | --- | --- | --- | --- | --- | --- |
| 5 | Fc1ccc(NC(=S)N2N=CCC2c2ccccc2)cc1 (stereo unspecified) | 1 | -2 | 58* | 38 | -4 |

In the list so far, 2 contain a nitro group on carbon:
Each structure is followed by: SENP1 inh, PfG6PD inh, SENP8 block-1, SENP8 block-2, SENP6 block, SENP7 inh, Apaf-1 inh, HKDC1 inhibitor
#36 CC(=O)C1=C(C)NC(=O)NC1c1cccc([N+](=O)[O-])c1O (stereo unspecified)
    2, -2, -3, 15, -3, -3, -2, -9
#39 Cc1ccc2nc(SCC(=O)Nc3ccc(F)c([N+](=O)[O-])c3)[nH]c2c1
    1, 12, -6, 0, -16, -3, 11, -5

Full records, quoted from the list.
Listed for COC(=O)c1nn(-c2ccccc2)c2nnc(Cc3ccc(C)cc3)c(=O)n12 → SENP1 inh: 2; PfG6PD inh: -9; SENP8 block-1: -13; SENP8 block-2: 10; SENP6 block: -10; SENP7 inh: -3; Apaf-1 inh: 1; HKDC1 inhibitor: -16
Listed for Cc1ccccc1OCC(O)CN(Cc1ccccc1O)C1CCCCC1 (stereo unspecified) → SENP1 inh: 1; PfG6PD inh: 29; SENP8 block-1: -6; SENP8 block-2: 6; SENP6 block: -8; SENP7 inh: -2; Apaf-1 inh: 23; HKDC1 inhibitor: 1

Assay outcomes deposited in PubChem by Sanford-Burnham Center for Chemical Genomics.
